Assay outcomes as filed in PubChem BioAssay.
Cycloheximide cs = affects cycloheximide protein synthesis inhibition readout, counter-screen. cell reporter, cycloheximide protein synthesis inhibition counterscreen. max response, %. 300,000 tested, 12% active; in the data active means max response mostly above about 13%, no sharp cut-off; inactive means mostly below about 14%; further: read at 38.3 µM for the half of the compounds with a filed dose; 0% is about no effect
AmpC no deterg = blocks E. coli AmpC beta-lactamase in detergent-free assay; P00811; AmpC nitrocefin hydrolysis, absorbance 480 nm, 0.0001% Triton; Potency, µM (doses to about 57.1 µM), inactives show at the highest dose activity change, negative = inhibition, most hits filed as inhibitors; 330,000 tested, 0.52% active;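 further: potency means the concentration at half of the fitted maximal effect; plate controls were no compound for no effect and no enzyme for full effect; nearly all actives have a fitted effect of over 20% in size; some results filed as inactive show a strong effect at the top dose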
Target sequence (P00811 whole entry, looked up): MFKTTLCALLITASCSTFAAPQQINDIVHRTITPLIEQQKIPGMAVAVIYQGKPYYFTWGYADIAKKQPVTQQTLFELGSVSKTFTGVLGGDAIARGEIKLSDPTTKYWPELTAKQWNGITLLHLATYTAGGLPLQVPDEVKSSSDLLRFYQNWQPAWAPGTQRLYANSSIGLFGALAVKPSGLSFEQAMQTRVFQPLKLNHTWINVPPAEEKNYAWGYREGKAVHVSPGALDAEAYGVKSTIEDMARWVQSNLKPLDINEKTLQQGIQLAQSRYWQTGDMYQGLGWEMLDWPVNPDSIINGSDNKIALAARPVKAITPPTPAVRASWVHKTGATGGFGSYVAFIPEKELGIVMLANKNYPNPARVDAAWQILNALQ
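AmpC (5.3 nM in the dispensed reagent) in 20 mM phosphate pH 7.0 with 0.01% (detergent screen) or 0.0001% Triton X-100 was preincubated with compounds for 15 min at room temperature. Nitrocefin was then added from an 800 uM solution, and hydrolysis was followed at 480 nm.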
AmpC inh detg = blocks E. coli AmpC beta-lactamase in detergent assay. AID 485294. Potency, µM (doses to about 114 µM), without a hit: at the top dose activity change, negative = inhibition, actives largely listed as inhibitors. AmpC hydrolysis of nitrocefin, absorbance 480 nm, 0.01% Triton. P00811. 370,000 tested, 0.041% active;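 further: potency means the concentration at half of the fitted maximal effect; 0% = no-compound wells and -100% = no-enzyme wells; nearly all actives have a fitted effect of over 25% in size; some results filed as inactive show a strong effect at the top dose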
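AmpC (5.3 nM in the dispensed reagent) in 20 mM phosphate pH 7.0 with 0.01% (detergent screen) or 0.0001% Triton X-100 was preincubated with compounds for 15 min at room temperature. Nitrocefin was then added from an 800 uM solution, and hydrolysis was followed at 480 nm.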
Shiga inhibitor = inhibitors of Shiga toxin in Vero cells; AID 2315; inhibition, % at 38.7 µM; Vero cells, Shiga toxin protein synthesis inhibition reporter; 290,000 tested, 9.2% active; in the data active means inhibition mostly above about 28%, no sharp cut-off; inactive means mostly below about 43%; further: 0% is about no effect
HCMV antiviral = blocks human cytomegalovirus replication; AID 1259415; activity change, negative = inhibition, % at 57.5 µM; 410,000 tested, 4.5% active; HFF cells, HCMV-luciferase reporter, 72 h; hits give low values; in the data active means activity change below about -60%; inconclusive means no clear call, values can overlap the other calls; inactive means above about -39%; further: on the % scale 0 is the no-effect control and ±100 the full control effect
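Human foreskin fibroblasts infected with luciferase-reporter HCMV at MOI 1 PFU/cell, compounds at two doses. Luciferase measured 72 h post infection; normalized to buffer-only basal and Salinomycin (10uM) controls.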
AMA1-RON2 inh = AMA1-RON2 (P. falciparum) interaction inhibition; AlphaScreen AMA1-biotinylated RON2 peptide binding; Potency, µM (doses to about 58.2 µM), for the others: at the top dose activity change, negative = inhibition, most hits filed as inhibitors; 360,000 tested, 0.2% active; AID 720542;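 further: potency means the concentration at half of the fitted maximal effect; 0% = vehicle wells and -100% = peptide control; nearly all actives have a fitted effect of over 45% in size; some results filed as inactive show a strong effect at the top dose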
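AMA1 (3D7) with his tag at 25 nM final met compounds first, then biotinylated RON2 peptide at 25 nM; detection used donor plus acceptor beads, 10 µg/mL apiece, read by AlphaScreen after 30 min at room temperature.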
FBPA Giardia inh = Giardia lamblia aldolase inhibition. 290,000 tested, 0.71% active. Potency, µM (top dose mostly 59.6 µM), for the others: at the highest dose activity, negative = inhibition, hits mostly inhibitors. AID 2451. purified Giardia FBPA. A8B2U2; further: potency means the concentration at half of the fitted maximal effect; on the % scale 0 is the no-effect control and ±100 the full control effect; nearly all actives have a fitted effect of over 55% in size
Target sequence (A8B2U2 whole entry, looked up): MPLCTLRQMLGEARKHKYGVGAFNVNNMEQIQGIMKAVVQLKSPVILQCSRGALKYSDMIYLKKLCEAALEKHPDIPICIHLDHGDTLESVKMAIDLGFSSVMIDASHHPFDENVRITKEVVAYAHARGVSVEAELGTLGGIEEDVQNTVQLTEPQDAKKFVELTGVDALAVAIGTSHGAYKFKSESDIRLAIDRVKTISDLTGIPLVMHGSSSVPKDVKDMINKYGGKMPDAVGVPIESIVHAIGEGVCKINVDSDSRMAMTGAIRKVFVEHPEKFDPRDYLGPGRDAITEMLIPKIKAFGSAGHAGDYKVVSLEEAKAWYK
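Giardia FBPA (40 nM reagent) was preincubated 10 min at RT with compound (up to 57.5 uM final), then substrate plus GAPDH/TPI/NAD/arsenate coupling system with diaphorase/resazurin was added; resorufin fluorescence (525/598 nm) was read after 20 min.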
* hit, by the source's call; ? = inconclusive; / = not tested or not shown; & = joins results of further samples; [ ] = dose if it differs, or a comment. Unless noted, the call rests on the fitted dose curve; in most records, active means well fitted curve in the direction sought with a large enough effect; inconclusive means small, poorly fitted or top-dose-only effect, or another doubt; inactive means no such curve, though single readings can be large; an effect the other way counts as inactive or inconclusive. An unsorted share of the library; about 16% have a hit in one of these screens.

SMILES	Cycloheximide cs	AmpC no deterg	AmpC inh detg	Shiga inhibitor	HCMV antiviral	AMA1-RON2 inh	FBPA Giardia inh
COc1cccc(CNC(=O)CCC2CCCN(c3cc(C)nc(N)n3)C2)c1 (stereo not drawn)	-1	-8%	6%	15	?	-5%	2%
O=c1nc2n(c3sc4c(c13)CCCC4)C(CBr)CS2 (stereo not drawn)	-3	-54%	?	-13	14	-10%	0%
COc1ccc(OC)c(C(=O)CSc2nnc(Cc3cccs3)n2CCc2ccccc2)c1	26	29%	-3%	-15	12	11%	?
CCOC(=O)C1(CCOc2ccccc2)CCN(Cc2cnc(C)s2)CC1	-1	135%[activator]	7%	-4	-34	-9%	-11%
Cn1nc(C(=O)NCCN2CCOCC2)c2ccccc2c1=O	-1	1%	6%	-8	-3	11%	-1%
Cc1ccc(-c2cc(C(=O)NN=C3CCCC3)c3ccccc3n2)cc1	-2	-10%	0%	-9	18	83%[activator]	-1%
COc1ccc(N2C(=O)C(CC(=O)O)S/C2=N\N=C\c2cccs2)cc1 (stereo not drawn)	11	-7%	-4%	10	-8	-10%	5%
C[C@]12CC[C@@H]3c4ccc(O)cc4CC[C@H]3[C@@H]1CCC2=O	2	-26%	0%	19	47	-2%	-12%&-1%
CCOc1ccccc1N=Cc1c(O)c2ccccc2oc1=O	6	-18%	-2%	/	27	20%	-6%
CCOC(=O)Cn1ncc(-c2ccccc2)c1N	29*	-13%	8%	68*	41	45%[activator]	2%
CC1CC(C)CN(CC(=O)N2CCc3[nH]c4ccccc4c3C2)C1 (stereo not drawn)	2	10%	2%	-4	-1	0%	-27%
Cc1cc(-c2n[nH]c(=S)n2/N=C/c2sccc2C)n[nH]1	0	-33%	-9%	-10	22	46%[activator]	4%
COc1ccc(C)cc1NC(=O)c1cnc2n(c1=O)CCS2	10*	-6%	?	6	51	-1%	-5%
COc1ccc(C2c3c(oc4c(C)cc(C)cc4c3=O)C(=O)N2Cc2cccnc2)cc1OC (stereo not drawn)	-5	-24%	0%	-33	/	/	2%
COc1ccc(N(C)C(=O)Cc2c(C(=O)O)n(C)c3ccccc23)c(OC)c1	-3	-42%	-5%	1	-20	-3%	4%
CC(=O)Oc1cc(C(C)C)c(OCCN(C)C)cc1C	2	3%	-7%	6	-24	0%	-25%
C=CCN=C1S/C(=C\N(C)C)C(=O)N1S(=O)(=O)c1ccc(C)cc1	/	5%	/	/	0	-5%	/
Nc1cc(=O)[nH]c(SCC(=O)N2CCN(S(=O)(=O)c3ccc4ccccc4c3)CC2)n1	-4	-36%	-2%	3	4	-2%	6%
CCOc1ccc(NC(=O)CNc2cccc(S(=O)(=O)N3CCCCCC3)c2)cc1OCC	/	3%	/	/	0	-1%	/
COc1ccc(-c2ccc(C)cc2)cc1C1C2C=CCCC2(C)C(=O)N1Cc1ccccc1 (stereo not drawn)	11	/	/	3	/	/	-1%
O=C(OCc1cccc([N+](=O)[O-])c1)c1cc2ccccc2oc1=O	-2	-6%	-21%	/	?	-13%	15%
Cn1c(N)c(C(=O)COC(=O)C2=COCCO2)c(=O)n(C)c1=O	10	-11%	?	-12	0	0%	-1%
O=C(NCc1ccc(OC(F)(F)F)cc1)C1CC(c2cccc(F)c2)=NO1 (stereo not drawn)	-4	-25%	4%	-2	-3	-2%	1%
COC(=O)c1nnn(-c2nonc2N)c1-c1cccs1	0	-13%	-7%	-5	-15	-4%	0%
Cc1ccc(C)c(NC(=O)C(Sc2ncnc3ccccc23)c2ccccc2)c1 (stereo not drawn)	5	-13%	-5%	-3	/	-2%	0%
(cont.)
SMILES	Cycloheximide cs	AmpC no deterg	AmpC inh detg	Shiga inhibitor	HCMV antiviral	AMA1-RON2 inh	FBPA Giardia inh
O=C(OCC(=O)c1ccc[nH]1)c1ccc(F)c(S(=O)(=O)N2CCOCC2)c1	/	13%	/	/	-5	0%	/
CC(C)C(OC(=O)c1ccc(Cl)nc1)C(=O)NC1CCCCC1 (stereo not drawn)	-5	-6%	?	-3	-36	8%	-1%
Cc1ccc(CCNC(=O)C2CCN(c3nn4c(=O)cc(C)nc4s3)CC2)cc1	-4	38%	-11%	-15	14	-8%	-1%
COc1cc(/C=C(/C(=O)c2cccs2)c2nc3ccccc3[nH]2)ccc1O	66*	-22%	-3%	111*	-99*	26%	12%
CCOc1ccc(CNS(=O)(=O)c2cc(CN3C(=O)c4cccnc4C3=O)ccc2OC)cc1	-1	30%	0%	-10	-20	33%[activator]	/
COC(=O)c1ccccc1NC(=O)Nc1cccnc1	-4	3%	?	5	10	18%	1%
CC(C)(C)CC(C)(C)c1ccc(O)c(CN2CCN(CCC#N)CC2)c1	-4	5%	-6%	-11	-17	-13%	-4%
CN(C)CCCN(Cc1cc2cc3c(cc2[nH]c1=O)OCO3)C(=S)NCc1ccco1	-3	-3%	4%	20	-9	-15%	-1%
Cc1cccc(NC(=O)CCS(=O)(=O)c2ccc(Br)cc2)c1	1	-16%	1%	26	-19	3%	-12%
O=[N+]([O-])c1nn(-c2ccc3c(c2)OCCO3)n(O)c1=Nc1ccc(Cl)cc1	34*	-28%	-8%	117*	-91*	-11%	-8%
O=[N+]([O-])c1ccc(Oc2ccc(S(=O)(=O)Nc3ccccc3)cc2)cc1	-1	-31%	-14%	-13	/	-17%	-6%
COc1cccc(C(=O)Nc2nnc(S(=O)(=O)Nc3cccc(C)c3)s2)c1	-1	-19%	?	-1	54	7%	-15%
CCN(C[C@H]1N[C@@](Cc2ccccc2)(C(=O)OC)[C@H]2C(=O)N(Cc3ccccc3)C(=O)[C@@H]12)C(=O)Nc1ccc(C)cc1	/	53%	/	/	-30	1%	/
COc1ccc(-c2nn(-c3ccccc3)cc2C(=O)NC(=S)NNC(=O)c2ccncc2)cc1	-2	-45%	1%	-12	-92*	91%[activator]	10%
Nn1cc(-c2ccccc2)nc1SCC(=O)Nc1ccc(S(N)(=O)=O)cc1	3	-31%	3%	6	-27	-17%	-1%
Cn1c(=O)c2ccccc2n(Cc2ccccc2Cl)c1=O	5	-15%	-11%	-7	-35	13%	7%
Cc1cc(NC(=O)c2sc(Nc3cccc(C(F)(F)F)c3)nc2N)no1	-3	-35%	?	11	-33	18%	-1%
c1ccc(-c2ccc(-c3cnc4n3CCCCC4)cc2)cc1	22*	-2%	3%	58	-20	?	9%
Cc1c(CCC(=O)N[C@@H](C)C(=O)O)c(=O)oc2cc3occ(-c4ccccc4)c3cc12	0	4%	-8%	-3	-21	14%	11%
CCn1c(=O)c2cc(S(=O)(=O)NCCOc3ccccc3)ccc2n(CC)c1=O	-1	-11%	1%	-13	-13	-3%	11%
COc1ccc(NC2CCCCC2NS(=O)(=O)c2ccc(C)cc2)cc1 (stereo not drawn)	2	-42%	4%	15	-24	?	/
CCOC(=O)c1ccc(NC(=O)CNC(=O)C2CCCCC2)cc1	-4	-6%	-3%	-11	4	-7%	3%
CCOC(=O)C(Cc1ccc(OC)c([N+](=O)[O-])c1)NC(=O)CCC(=O)Nc1ccc(C)cc1 (stereo not drawn)	-4	81%[activator]	-14%	27	50	4%	1%
CC(Oc1cccc(Cl)c1)C(=O)Nc1ccccc1C(=O)N1CCCCC1 (stereo not drawn)	/	10%	-5%	/	-38	18%	/
Oc1ccccc1C1NCc2ccccc2-n2cccc21 (stereo not drawn)	-8	-32%	-5%	-21	17	-14%	-17%
Cn1cc(CNCCCn2ncc3ccccc32)c(-c2ccccc2F)n1	-3	21%	4%	-6	-29	1%	1%
